RECQ1 helicase = RECQ1 (human) helicase inhibition; RECQ1 DNA unwinding, red fluorescence kinetic read; Potency, µM (doses to about 57.3 µM), inactives show at the top dose activity, negative = inhibition, actives largely listed as inhibitors; 240,000 tested, 0.54% active; active = well fitted inhibition curve with a large enough effect;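 note: plate controls were vehicle for no effect and no enzyme for full effect; nearly all actives have a fitted effect of over 30% in size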
Target sequence (P46063 whole entry, looked up): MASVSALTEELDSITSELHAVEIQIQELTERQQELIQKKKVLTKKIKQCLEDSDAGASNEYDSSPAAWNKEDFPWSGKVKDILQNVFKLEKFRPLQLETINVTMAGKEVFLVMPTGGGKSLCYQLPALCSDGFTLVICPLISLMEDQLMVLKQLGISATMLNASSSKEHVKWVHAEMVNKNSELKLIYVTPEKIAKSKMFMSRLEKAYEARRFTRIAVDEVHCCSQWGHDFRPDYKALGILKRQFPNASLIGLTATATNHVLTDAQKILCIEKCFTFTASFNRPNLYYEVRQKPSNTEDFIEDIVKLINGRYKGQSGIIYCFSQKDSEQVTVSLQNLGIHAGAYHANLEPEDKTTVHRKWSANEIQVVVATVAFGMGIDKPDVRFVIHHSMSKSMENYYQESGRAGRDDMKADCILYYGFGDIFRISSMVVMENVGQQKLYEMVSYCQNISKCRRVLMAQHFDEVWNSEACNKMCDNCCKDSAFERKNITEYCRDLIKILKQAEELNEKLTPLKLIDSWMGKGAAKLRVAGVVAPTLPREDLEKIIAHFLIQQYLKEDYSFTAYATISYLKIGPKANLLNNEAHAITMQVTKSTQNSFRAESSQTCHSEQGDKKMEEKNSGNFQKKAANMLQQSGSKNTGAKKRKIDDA
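RECQ1T1 50 nM; forked duplex (20 bp + 30-nt ss tails) 200 nM, ATP 2 mM final; pH 8.0, 2 mM MgCl2, 2.5 ug/ml poly(dI-dC); 15 min compound preincubation; discontinuous kinetic read over 2 h at RT.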
The depositor's hits bear a star; i = inactive. Potency is the fitted concentration of half-maximal effect. These rows are one share of the data; the hit share may differ from the screen's.

| RECQ1 helicase | Compound |
| --- | --- |
| i | CCC1(CC)C(=O)C2=C3C1[C@H](C(=O)OC)C=C(C(=O)OC)C[C@H]3[C@H]1C(=O)N(CC(=O)OC)C(=O)[C@H]1[C@H]2C (stereo partly drawn) |
| 10% | CC(=O)n1nnc2ccccc21 |
| 5% | N[C@H](CSSC[C@@H](N)C(=O)O)C(=O)O |
| -3% | COC(=O)C1=C[C@@H](C(=O)OC)[C@@H]2C3=C(C(=O)[C@@]2(CC(C)C)NC(=O)c2ccccc2)[C@H](C)n2c(=O)n(-c4ccccc4)c(=O)n2[C@@H]3C1 |
| -2% | O=c1cc(-c2ccc(O)cc2)oc2cc(OC3OC(CO)C(O)C(O)C3O)c(C3OC(CO)C(O)C(O)C3O)c(O)c12 (stereo not drawn) |
| -2% | O=C(NCCNCCO)C1(C(F)(F)F)C/C(=C\Cc2ccccc2)CCCO1 (stereo not drawn) |
| -1% | O=C(O)CCC1CCCC1 |
| -4% | CC(C)C[C@H](NC(=O)[C@@H]1CCC(=O)N1)C(=O)N[C@@H](Cc1ccc(O)cc1)C(=O)N[C@@H](CCC(=O)O)C(=O)N[C@@H](CC(N)=O)C(=O)N[C@@H](CCCCN)C(=O)N1CCC[C@H]1C(=O)N[C@@H](CCCN=C(N)N)C(=O)N[C@@H](CCCN=C(N)N)C(=O)N1CCC[C@H]1C(=O)N[C@@H](Cc1ccc(O)cc1)C(=O)O |

6 compounds out of the list above, ordered by the value under RECQ1 helicase, highest first:
structure | RECQ1 helicase
CC(=O)n1nnc2ccccc21 | 10%
N[C@H](CSSC[C@@H](N)C(=O)O)C(=O)O | 5%
O=C(O)CCC1CCCC1 | -1%
O=C(NCCNCCO)C1(C(F)(F)F)C/C(=C\Cc2ccccc2)CCCO1 (stereo not drawn) | -2%
COC(=O)C1=C[C@@H](C(=O)OC)[C@@H]2C3=C(C(=O)[C@@]2(CC(C)C)NC(=O)c2ccccc2)[C@H](C)n2c(=O)n(-c4ccccc4)c(=O)n2[C@@H]3C1 | -3%
CC(C)C[C@H](NC(=O)[C@@H]1CCC(=O)N1)C(=O)N[C@@H](Cc1ccc(O)cc1)C(=O)N[C@@H](CCC(=O)O)C(=O)N[C@@H](CC(N)=O)C(=O)N[C@@H](CCCCN)C(=O)N1CCC[C@H]1C(=O)N[C@@H](CCCN=C(N)N)C(=O)N[C@@H](CCCN=C(N)N)C(=O)N1CCC[C@H]1C(=O)N[C@@H](Cc1ccc(O)cc1)C(=O)O | -4%

The listing picks up with the 2 entries that preceded the break.
| RECQ1 helicase | Compound |
| --- | --- |
| -1% | O=C(O)CCC1CCCC1 |
| -4% | CC(C)C[C@H](NC(=O)[C@@H]1CCC(=O)N1)C(=O)N[C@@H](Cc1ccc(O)cc1)C(=O)N[C@@H](CCC(=O)O)C(=O)N[C@@H](CC(N)=O)C(=O)N[C@@H](CCCCN)C(=O)N1CCC[C@H]1C(=O)N[C@@H](CCCN=C(N)N)C(=O)N[C@@H](CCCN=C(N)N)C(=O)N1CCC[C@H]1C(=O)N[C@@H](Cc1ccc(O)cc1)C(=O)O |
| -9% | CC(C)C[C@H](NC(=O)[C@H](CC(C)C)NC(=O)[C@H](CCC(N)=O)NC(=O)[C@H](CO)NC(=O)[C@@H]1CCCN1C(=O)[C@H](CO)NC(=O)[C@H](CO)NC(=O)[C@@H](NC(=O)[C@H](Cc1cnc[nH]1)NC(=O)[C@H](CCC(=O)O)NC(=O)[C@H](Cc1ccc(O)cc1)NC(=O)[C@H](CCCCN)NC(=O)[C@H](CCC(N)=O)NC(=O)[C@H](Cc1ccc(O)cc1)NC(=O)[C@H](CC(=O)O)NC(=O)[C@@H](NC(=O)[C@@H]1CCCN1C(=O)[C@H](CC(=O)O)NC(=O)[C@H](CC(N)=O)NC(=O)[C@H](CC(=O)O)NC(=O)CNC(=O)[C@H](CC(=O)O)NC(=O)[C@@H]1CCCN1C(=O)[C@H](CCC(N)=O)NC(=O)[C@H](Cc1ccc(O)cc1)NC(=O)[C@H](C)NC(=O)[C@H](Cc1c[nH]c2ccccc12)NC(=O)[C@H](Cc1ccccc1)NC(=O)[C@@H](NC(=O)[C@@H](N)CO)[C@@H](C)O)[C@@H](C)O)[C@@H](C)O)C(=O)N[C@@H](C)C(=O)N1CCC[C@H]1C(=O)NCC(=O)N[C@@H](CC(=O)O)C(=O)N[C@@H](Cc1ccc(O)cc1)C(=O)O |
| i | O=C1C[C@@H](c2ccccc2Cl)N1S(=O)(=O)c1ccccc1[N+](=O)[O-] |
| -13% | CC[C@H](C)[C@H](NC(=O)[C@H](CCC(=O)O)NC(=O)[C@H](CO)NC(=O)[C@@H](NC(=O)[C@H](C)N)C(C)C)C(=O)N[C@@H](CCC(N)=O)C(=O)N[C@@H](CC(C)C)C(=O)N[C@@H](CCSC)C(=O)N[C@@H](Cc1cnc[nH]1)C(=O)N[C@@H](CC(N)=O)C(=O)N[C@@H](CC(C)C)C(=O)NCC(=O)N[C@@H](CCCCN)C(=O)N[C@@H](Cc1cnc[nH]1)C(=O)N[C@@H](CC(C)C)C(=O)N[C@@H](C)C(=O)N[C@@H](CO)C(=O)N[C@H](C(=O)N[C@@H](CCC(=O)O)C(=O)N[C@@H](CCCNC(=N)N)C(=O)N[C@@H](CCSC)C(=O)N[C@@H](CCC(N)=O)C(=O)N[C@@H](Cc1c[nH]c2ccccc12)C(=O)N[C@@H](CC(C)C)C(=O)N[C@@H](CCCNC(=N)N)C(=O)N[C@@H](CCCCN)C(=O)N[C@@H](CCCCN)C(=O)N[C@@H](CC(C)C)C(=O)N[C@@H](CCC(N)=O)C(=O)N[C@@H](CC(=O)O)C(=O)N[C@H](C(=O)N[C@@H](Cc1cnc[nH]1)C(=O)N[C@@H](CC(N)=O)C(=O)N[C@@H](Cc1ccccc1)C(=O)O)C(C)C)C(C)C |
| 8% | CC[C@H](C)[C@H](NC(=O)[C@H](Cc1ccccc1)NC(=O)[C@H](CC(C)C)NC(=O)[C@H](CCSC)NC(=O)[C@H](CCC(=O)O)NC(=O)[C@H](CCC(=O)O)NC(=O)[C@H](CC(=O)O)NC(=O)[C@H](CO)NC(=O)[C@@H]1CCCN1C(=O)[C@H](CCCCN)NC(=O)[C@@H](N)[C@@H](C)O)C(=O)N[C@@H](Cc1ccc(O)cc1)C(=O)NCC(=O)N[C@@H](Cc1cnc[nH]1)C(=O)N[C@@H](Cc1ccc(O)cc1)C(=O)N[C@@H](CCCCN)C(=O)N[C@@H](CCC(N)=O)C(=O)N[C@@H](C)C(=O)N[C@H](C(=O)N[C@H](C(=O)NCC(=O)N[C@@H](CC(=O)O)C(=O)N[C@H](C(=O)N[C@@H](CC(N)=O)C(=O)N[C@H](C(=O)N[C@@H](CCC(=O)O)C(=O)N[C@@H](CCCNC(=N)N)C(=O)N1CCC[C@H]1C(=O)NCC(=O)N[C@@H](CCSC)C(=O)N[C@@H](CC(C)C)C(=O)N[C@@H](CC(=O)O)C(=O)N[C@@H](Cc1ccccc1)C(=O)N[C@H](C(=O)O)[C@@H](C)O)[C@@H](C)O)[C@@H](C)CC)C(C)C)[C@@H](C)O |
| i | O=C(NCCN1CCOCC1)C1(C(F)(F)F)C/C(=C/CCO)CCCO1 (stereo not drawn) |
| -18% | COc1ccc(OC)c(C2=Nn3c(nnc3-c3cc(OC)ccc3OC)SC2)c1 |
| -4% | CC(CC(C)(C)C)CP(=O)(O)CC(C)CC(C)(C)C (stereo not drawn) |
| -7% | Cc1ccc(/C=C2/CNC/C(=C\c3ccc(C)cc3)C2=O)cc1 |

Carrying on:
| RECQ1 helicase | Compound |
| --- | --- |
| i | C=C1CCN(C(CC(C)C)C(=O)Nc2ccc(OC)cc2)S(=O)(=O)c2ccccc21 (stereo not drawn) |
| -6% | CCCC[C@@H]1CCCO[C@@](C(=O)NCc2ccc(C)o2)(C(F)(F)F)C1 |
| 5.6µM* | NCCNCCN |
| -10% | C=CCCCCCCCCCBr |
| -30% | O=C(Nc1ccc(Br)cc1)c1cccc(S(=O)(=O)Nc2ccc(Br)cc2)c1 |
| -13% | CC(C)CCC[C@@H](C)[C@H]1CC[C@H]2[C@@H]3CC=C4CC(O)CC[C@]4(C)[C@H]3CC[C@]12C (stereo partly drawn) |
| i | COc1ccc(SCC(Cc2ccccc2)N2CCN(CC(C)C)CCC2=O)cc1 (stereo not drawn) |
| 12% | COc1ccc(OC)c(C2=Nn3c(nnc3-c3cccc(OC)c3OC)SC2)c1 |

More structures follow:
| RECQ1 helicase | Compound |
| --- | --- |
| i | CNC(=O)C1(C(F)(F)F)C/C(=C/CCO)CCCO1 (stereo not drawn) |
| -23% | COc1ccc2c(c1)c(C1=C(c3c[nH]c4ccccc34)C(=O)NC1=O)cn2CCCN(C)C |
| -11% | O=C(O)c1cc(Oc2ccc([N+](=O)[O-])cc2)cc(Oc2ccc([N+](=O)[O-])cc2)c1 |
| i | Cc1noc(C)c1-c1ccc2ncnc(NCc3ccccc3Cl)c2c1 |
| -9% | Cc1ccc(Sc2cncc3sc(C(N)=O)cc23)cc1 |
| -4% | COc1ccc(SCC(Cc2ccccc2)N2CCN(C)CCC2=O)cc1 (stereo not drawn) |
| -20% | CCN1C(C)=C(C(=O)OC(C)C)C(c2ccccc2Cl)C2=C1COC2=O (stereo not drawn) |
| -1% | CC1(C)CCC[C@@](C)([C@H]2CC[C@]3(C)[C@@H]2[C@H](O)C[C@@H]2[C@@]4(C)CC[C@H](O)C(C)(C)[C@@H]4CC[C@]23C)O1 |

(next part)
| RECQ1 helicase | Compound |
| --- | --- |
| -13% | CC(C)C[C@H](NC(=O)CN(C)C(=O)[C@H](Cc1ccccc1)NC(=O)[C@H](Cc1ccccc1)NC(=O)[C@H](CCC(N)=O)NC(=O)[C@H](CCC(N)=O)NC(=O)[C@@H]1CCCN1C(=O)[C@H](CCCCN)NC(=O)[C@@H]1CCCN1C(=O)[C@@H](N)CCCN=C(N)N)C(=O)N[C@@H](CCS(C)(=O)=O)C(N)=O |
| 28µM* | Cc1nc(N=Nc2cc([N+](=O)[O-])ccc2Cl)c(COP(=O)(O)O)c(C=O)c1O |
| -3% | Cc1ccc(CNc2ncnc3ccc(-c4c(C)noc4C)cc23)o1 |
| 6% | C/C=C(/C)C(=O)O[C@H]1C[C@@]2(C)O[C@H]2[C@@H](OC(C)=O)C2(C)CC[C@@](O)(C(C)C)C12 (stereo partly drawn) |
| -1% | O=c1cc(-c2cc(O)c(O)c([C@@H]3O[C@H](CO)[C@@H](O)[C@H](O)[C@H]3O)c2)oc2cc(O[C@@H]3O[C@H](CO)[C@@H](O)[C@H](O)[C@H]3O)cc(O)c12 |
| 10% | CC[C@H](C)[C@H](NC(=O)[C@H](Cc1ccc(O)cc1)NC(=O)[C@@H]1CCCN1C(=O)[C@@H](N)CCCN=C(N)N)C(=O)N[C@@H](CC(C)C)C(=O)O |
| -3% | CC(=O)C(=O)O |
| -14% | COc1cc(/C=C(\C#N)C(=O)Nc2nnc(C(F)(F)F)s2)ccc1OCc1ccc(C(F)(F)F)cc1C(F)(F)F |

(next part)
| RECQ1 helicase | Compound |
| --- | --- |
| -13% | COc1ccc(Nc2nccc(NCCO)n2)cc1 |
| 1% | COC(=O)C(CC(C)C)NS(=O)(=O)c1ccccc1Br (stereo not drawn) |
| i | COP1(=O)CC(O)C(O)C(COCc2ccccc2)O1 (stereo not drawn) |
| -9% | COc1ccc(C2C=C3CN(C(=O)OC(C)(C)C)S(=O)(=O)C3CC2OC(=O)c2cccc(C)c2)cc1 (stereo not drawn) |
| -4% | CC(C)(Cc1c[nH]c2ccccc12)NCC(O)COc1ccccc1C#N (stereo not drawn) |
| -7% | COc1ccc(-c2c(O)c3cc(O)cc(O)c3oc2=O)cc1 |
| i | COc1ccc(-c2nnc3n2N=C(c2cc(OC)ccc2OC)CS3)c(OC)c1 |
| i | COc1cccc(C2=Nn3c(nnc3-c3cc(OC)ccc3OC)SC2)c1 |

Later entries.
| RECQ1 helicase | Compound |
| --- | --- |
| i | COC(=O)N1CCN(/[N+]([O-])=N/Oc2ccc([N+](=O)[O-])cc2[N+](=O)[O-])CC1 |
| -14% | NCCCC[C@H](NC(=O)CNC(=O)[C@@H]1CCCN1C(=O)[C@H](Cc1ccc(O)cc1)NC(=O)CN)C(=O)N[C@@H](Cc1ccccc1)C(=O)O |
| 7% | NCC(=O)N[C@@H](CCCN=C(N)N)C(=O)NCC(=O)N[C@@H](CC(=O)O)C(=O)N[C@@H](CO)C(=O)N1CCC[C@H]1C(=O)O |
| -5% | CCOc1ccccc1-c1nnc2n1N=C(c1c(OC)cccc1OC)CS2 |
| -16% | CN(CC[C@@H](Oc1ccc(C(F)(F)F)cc1)c1ccccc1)CC(=O)O |
| -6% | C[C@H](NC(=O)[C@@H](N)Cc1ccc(O)cc1)C(=O)NCC(=O)N[C@H]1CSSC[C@@H](C(=O)O)NC(=O)[C@H](CO)NC(=O)[C@H]([C@@H](C)O)NC(=O)[C@H](Cc2ccccc2)NC(=O)[C@H]([C@@H](C)O)NC(=O)[C@H](CCCCN)NC(=O)[C@@H](Cc2c[nH]c3ccccc23)NC(=O)[C@H](Cc2ccccc2)NC(=O)[C@H](Cc2ccccc2)NC(=O)[C@H](CC(N)=O)NC(=O)[C@H](CCCCN)NC1=O |
| -7% | O=c1ccc2ccccc2[nH]1 |
| -5% | COc1ccc(S(=O)(=O)NCCCC(=O)Nc2ccc(Sc3ccc(N)cc3)cc2)cc1 |
| -14% | COc1ccc(-c2ccc(C3C4C=CCC(C)C4C(=O)N3Cc3ccccc3)c(F)c2)cc1OC (stereo not drawn) |
